Screening data from PubChem BioAssay.
MEKK2 mut-MEK5 = signal of MEK5 binding to mutant human MEKK2 PB1 domain; bead flow cytometry, Alexa488-MEK5 binding to MEKK2 mutant; 290,000 tested, 0.35% active; percent response, % at 10 µM; in the data active = percent response above about 24%, passing the limit was not always enough; note: inactives centre near 1; some results filed as inactive read as strong as hits; reference of the scale not given here
PHOSPHO1 block = inhibitors of human PHOSPHO1 phosphatase | Q8TCT1 | 290,000 tested, 1.1% active | inhibition, % at 13.3 µM | recombinant PHOSPHO1, absorbance phosphatase assay; in the data active = inhibition above about 60%
Target sequence (Q8TCT1 whole entry, looked up): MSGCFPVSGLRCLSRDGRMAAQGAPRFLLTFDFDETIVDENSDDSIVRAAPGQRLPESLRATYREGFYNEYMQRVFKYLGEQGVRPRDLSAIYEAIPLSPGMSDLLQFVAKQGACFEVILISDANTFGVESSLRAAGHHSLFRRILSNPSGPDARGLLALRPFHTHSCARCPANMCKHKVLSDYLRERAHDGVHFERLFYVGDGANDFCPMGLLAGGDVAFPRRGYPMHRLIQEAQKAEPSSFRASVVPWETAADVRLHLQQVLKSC
M18AAP inhibitor = blocks P. falciparum M18 aspartyl aminopeptidase. inhibition, % at 7.35 µM. 290,000 tested, 1.2% active. recombinant PfM18AAP, H-Glu-NHMec fluorogenic cleavage;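 active = inhibition above the campaign mean inhibition over all tested compounds plus 3 SD, cut at about 28% in these data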;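 note: 0% = plate median of test compound wells and 100% = 2 mM ZnCl2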
MEKK2wt PB1 HTS = raises or lowers MEK5 binding to wildtype human MEKK2 PB1 domain; Q9Y2U5; bead flow cytometry, Alexa488-MEK5 binding to MEKK2 WT; actives lie on both sides; binding response (% of control), % at 10 µM; 290,000 tested, 1.1% active; AID 1531; in the data active = binding response below about 67% or above about 130%
GPR7 antag = antagonists of human GPR7 (neuropeptides B/W receptor 1); P48145; GPR7-expressing cells, fluorescence antagonist assay; inhibition, % at 4.4 µM; 290,000 tested, 1.1% active; AID 1861; in the data active = inhibition above about 16%, passing the limit was not always enough;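 note: cells stimulated with the agonist NPW; 0% = agonist with vehicle and 100% = vehicle without agonist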
Target sequence (P48145 whole entry, looked up): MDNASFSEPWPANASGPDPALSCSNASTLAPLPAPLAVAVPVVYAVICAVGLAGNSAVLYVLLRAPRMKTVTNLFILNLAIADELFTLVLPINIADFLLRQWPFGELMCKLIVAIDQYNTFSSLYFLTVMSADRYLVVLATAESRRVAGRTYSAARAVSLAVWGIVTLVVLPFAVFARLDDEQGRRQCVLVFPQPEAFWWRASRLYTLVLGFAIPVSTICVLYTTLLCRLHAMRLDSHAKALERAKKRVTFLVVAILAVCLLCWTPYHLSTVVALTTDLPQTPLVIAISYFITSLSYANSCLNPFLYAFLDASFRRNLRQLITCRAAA
OXTR ag = activates the human oxytocin receptor | P30559 | CHO-OTR cells, Fluo-8 calcium fluorescence; normalized: DMSO 0%, oxytocin 100% | activation, % at 3 µM | 320,000 tested, 0.32% active | AID 2435;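 active = activation above the mean of all tested compounds plus 3 SD, cutoff set per screening run, cut at about 20% in these data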;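 note: peak over basal fluorescence ratio from a 100 s FLIPR kinetic read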
Target sequence (P30559 whole entry, looked up): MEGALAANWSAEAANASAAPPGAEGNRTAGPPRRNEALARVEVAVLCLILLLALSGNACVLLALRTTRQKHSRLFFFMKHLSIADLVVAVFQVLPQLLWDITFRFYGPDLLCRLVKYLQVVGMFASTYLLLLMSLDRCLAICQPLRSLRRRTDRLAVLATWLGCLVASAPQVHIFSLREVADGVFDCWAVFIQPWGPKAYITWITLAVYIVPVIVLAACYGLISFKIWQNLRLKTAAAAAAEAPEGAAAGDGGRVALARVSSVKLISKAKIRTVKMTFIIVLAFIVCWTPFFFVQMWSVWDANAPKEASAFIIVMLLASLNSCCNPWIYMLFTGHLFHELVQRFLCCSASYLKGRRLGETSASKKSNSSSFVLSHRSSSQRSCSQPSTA
MEKK3 PB1 HTS = raises or lowers MEK5 binding to the human MEKK3 PB1 domain; Q99759; 290,000 tested, 1.4% active; AID 1529; binding response (% of control), % at 10 µM; bead-based flow cytometry, Alexa488-MEK5 binding to MEKK3; actives lie on both sides; 0 = blocked by unlabeled MEK5, 100 = vehicle;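 active = binding response more than 3 SD above or below the average of its plate-row segment, actives on both sides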;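 note: Alexa488 bead fluorescence after subtracting the streptavidin-only scavenger bead signal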
DNA FID counter = displaces DNA intercalator in HCV helicase counter-screen. DNA fluorescent intercalator displacement, fluorescence. inhibition, % at 7.9 µM. 290,000 tested, 0.17% active. AID 1845; in the data active = inhibition above about 37%;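 note: 0% = vehicle and 100% = reference compound; higher means more ethidium bromide displaced from hairpin DNA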
NALP1 inh = NALP1 inhibition | S. cerevisiae NALP1/ASC/caspase-1 growth, X-gal OD620, 72 h | inhibition, % at 10 µM | AID 2071 | 280,000 tested, 0.61% active; in the data active = inhibition mostly above about 24%, no sharp cut-off; inactive = mostly below about 32%; note: some compounds called inactive have numbers as strong as hits
* = called active by the depositor; . = no result given; [ ] = dose if it differs, or a comment.

SMILES	MEKK2 mut-MEK5	PHOSPHO1 block	M18AAP inhibitor	MEKK2wt PB1 HTS	GPR7 antag	OXTR ag	MEKK3 PB1 HTS	DNA FID counter	NALP1 inh
CCCC(=O)NC(c1ccc(OC)c(OC)c1)c1cc(Cl)c2cccnc2c1O (stereo not given)	0	28	-2	104	-17	1.8	104	-5	13
Cc1ccc(/C=C/C(=O)N2CCc3ccccc3C2)cc1	.	9	5	.	-6	-2.3	.	-36	1
O=C(NCCCNC(=O)c1ccco1)c1cccc(F)c1	-2	8	4	94	-10	0.6	97	-4	-15
C/C=C/C=C/C(=O)OC(C)C(=O)Nc1cc([N+](=O)[O-])ccc1OC (stereo not given)	4	4	-3	103	3	-2.5	101	-4	5
O=C(NCCN1CCOCC1)c1ccc2c(c1)ncn2C1CCCCC1	3	45	-4	106	-16	1.5	106	-2	-9
CCOC(=O)c1c(NC(=O)c2ccn(CC)n2)sc2c1CCC2	-7	28	7	95	-20	-1.2	97	-21	9
CC(C)(C)NC(=O)C1N(c2cccnc2)C(=O)C2C(C(=O)Nc3ccccc3F)C3(C)C=CC21O3 (stereo not given)	3	7	-11	99	-15	0.2	101	-2	20
COc1ccccc1CNS(=O)(=O)c1ccc(-n2cnnn2)c(C)c1	7	42	5	102	-2	1.6	102	-8	-12
O=C1C2CC=CCC2C(=O)N1c1ccc(NCCc2cccc(F)c2)c([N+](=O)[O-])c1 (stereo not given)	-1	-16	-15	96	-5	1.8	99	3	27
O=C(NCc1ccccc1)c1ccc(Br)cc1	-8	41	3	98	-3	-2.5	104	3	-15
O=[N+]([O-])c1ccc(NCCN2CCOCC2)c([N+](=O)[O-])c1	4	29	6	103	0	.	103	1	9
Cc1cc(Cl)c(OCCCN(C)C)c(Br)c1	0	63*	2	103	-4	1.8	99	4	30
O=S(=O)(NCc1ccccn1)c1cc(OCC(F)(F)F)ccc1OCC(F)(F)F	3	-10	1	100	-3	-1.3	105	-10	3
COc1ccc(Cc2nnc(NC(=O)c3cccc(F)c3)s2)cc1OC	-3	.	3	101	3	0.7	98	-35	4
O=C(N/N=C/C=C\c1ccco1)c1cccs1	-19	12	14	73	0	-0.6	79	-5	-5
CSc1cccc(CNC(=O)C2CCC(=O)N(CC3CCCCC3)C2)c1 (stereo not given)	4	9	-15	103	2	0.4	102	-50	14
COc1ccc(/C=N/NC(=O)Nc2ccc3nsnc3c2)c(OC)c1	1	24	-1	96	-8	-1.2	106	-3	-5
CN1CCN(c2nc3c(c(=O)n(C)c(=O)n3C)n2Cc2ccccc2)CC1	5	25	2	105	-13	0.7	102	-8	15
CC(C)/C(=N\NS(=O)(=O)c1ccc(Br)cc1)c1cccs1	2	-5	-4	102	-14	-2.6	100	-12	-2
Nn1c(SCC(=O)NCCCc2ccccc2)nnc1-c1cccnc1	1	7	7	97	-13	-0.5	99	-3	5
Clc1ccc(-n2nnnc2-c2ccccc2)cc1Cl	3	14	1	100	-9	-1.5	104	-7	1
Cc1cc(C)c(NC(=S)N(CCCN2CCN(C)CC2)Cc2cccs2)c(C)c1	-1	0	-8	101	-12	2.9	103	14	10
C/C(=N\OCC(=O)NC(C)C)c1cccs1	-13	-35	3	87	6	1.2	94	-1	-8
COc1cccc(OCCNC(=O)c2ccccc2Sc2ccccc2C#N)c1	4	0	3	107	-10	2.9	108	-21	32
O=C1C(c2ccc(F)cc2)N(Cc2ccc3c(c2)OCO3)C(=O)CN1C1CCCCCC1 (stereo not given)	3	-9	-9	97	-3	0.7	103	-13	-1
O=C(NC1CCSc2ccccc21)c1cccc(Cl)c1 (stereo not given)	-5	20	-11	99	-9	-1.4	94	-19	16
CC(C)Sc1nc2c(cnn2-c2ccc(Cl)cc2)c(=O)[nH]1	8	-16	-1	108	-14	0.1	106	-4	14
COc1ccc(NC(=O)CSc2nc3nc(C)cc(C)c3c(=O)[nH]2)cc1	-9	33	-12	95	-7	-1.3	99	-12	-8
OCCNc1nc2ccccc2nc1NCCO	3	33	6	103	-15	-0.1	104	0	-18
CCCn1c(C(O)c2ccc(OC)c(OC)c2)nc2ccccc21 (stereo not given)	6	18	3	109	-5	0.8	105	-14	-4
Cc1cc(NS(=O)(=O)c2ccc(NC(=O)/C=C/c3ccc(Br)cc3)cc2)no1	6	.	-44	103	-1	-0.1	104	-27	14
CN1c2ccccc2C(=O)NC1c1ccc([N+](=O)[O-])s1 (stereo not given)	-4	-1	-3	97	7	3.1	95	3	1
O=C1CCCN1c1ccc(CNS(=O)(=O)c2ccc(F)cc2)cc1	-6	25	0	94	-8	2.6	92	-2	-16
COc1ccc2cc(C(=O)C3CCCN(Cc4ccccn4)C3)ccc2c1 (stereo not given)	-29	27	-1	99	-5	0.0	107	3	7
CCOc1cccc(/C=N/N2CCN(c3ccc(Cl)cc3)CC2)c1O	3	20	-1	102	10	0.1	108	-33	13
O=C(COc1ccc(C(=S)N2CCC(Cc3ccccc3)CC2)cc1)N1CCOCC1	4	15	-6	94	-5	0.1	98	-35	16
CCCOc1ccccc1C1NC(=O)NC(C)=C1C(=O)OCCOCC (stereo not given)	2	-12	0	100	2	-1.1	100	-16	-9
COc1cc([N+](=O)[O-])cc2cc(C(=O)N3CCCC3)c(=O)oc12	-5	3	-14	94	-3	-0.1	99	1	16
Cc1cc(C(=S)N2CCOCC2)c(C)n1-c1ccc(Cl)cc1	-1	7	-5	101	10	-2.6	113	-10	6
COc1cc(CNc2nnnn2C)ccc1OCc1ccc(F)cc1Cl	2	4	4	104	-4	-0.7	91	-13	12

3 of the entries above in order of their number in M18AAP inhibitor, highest first:
compound	MEKK2 mut-MEK5	PHOSPHO1 block	M18AAP inhibitor	MEKK2wt PB1 HTS	GPR7 antag	MEKK3 PB1 HTS	NALP1 inh
CCOC(=O)c1c(NC(=O)c2ccn(CC)n2)sc2c1CCC2	-7	28	7	95	-20	97	9
CN1c2ccccc2C(=O)NC1c1ccc([N+](=O)[O-])s1 (stereo not given)	-4	-1	-3	97	7	95	1
O=C1C2CC=CCC2C(=O)N1c1ccc(NCCc2cccc(F)c2)c([N+](=O)[O-])c1 (stereo not given)	-1	-16	-15	96	-5	99	27

Full records as entered above. Screens in order: MEKK2 mut-MEK5, PHOSPHO1 block, M18AAP inhibitor, MEKK2wt PB1 HTS, GPR7 antag, OXTR ag, MEKK3 PB1 HTS, DNA FID counter, NALP1 inh
Listed for Cc1cc(C)c(NC(=S)N(CCCN2CCN(C)CC2)Cc2cccs2)c(C)c1 → -1, 0, -8, 101, -12, 2.9, 103, 14, 10
Listed for CN1c2ccccc2C(=O)NC1c1ccc([N+](=O)[O-])s1 (stereo not given) → -4, -1, -3, 97, 7, 3.1, 95, 3, 1

(further entries)
SMILES	MEKK2 mut-MEK5	PHOSPHO1 block	M18AAP inhibitor	MEKK2wt PB1 HTS	GPR7 antag	OXTR ag	MEKK3 PB1 HTS	DNA FID counter	NALP1 inh
CCOC(=O)c1c(N)sc2c(OCC)c(Br)ccc12	2	-20	-4	101	24*	-2.3	102	3	4
CC(=O)N1CCN(C(=O)c2ccc(-n3c(C)ccc3C)cc2)CC1	-1	-14	-6	95	4	0.5	99	-6	32
O=C(O)CC(NC(=O)C(c1ccccc1)c1ccccc1)c1ccco1 (stereo not given)	-1	15	-1	100	-8	-0.3	104	-5	23
NC(=O)CN1C(=O)NC2(CCCc3sccc32)C1=O (stereo not given)	-2	40	-1	97	-1	0.3	99	2	5
CC(=O)N/C(=N/c1nc(C)cc(C)n1)Nc1ccc(C)cc1C	2	20	-7	101	7	8.7	98	-30	23
CSc1nsc(SCC(=O)N2CCCCC2)n1	-8	-3	-13	84	3	-0.2	97	-4	8
CCNC(=S)Nc1ccc2ncoc2c1	-1	21	7	96	-9	0.2	98	0	-9
COc1ccccc1CNC(=O)C(=O)c1cn(CC(=O)N2CCOCC2)c2ccccc12	1	12	0	105	4	0.8	98	-45	2
CCC(C)NCCCOc1cc(Cl)ccc1Cl (stereo not given)	3	9	11	103	-9	4.4	104	17	19
COc1ccc(C)cc1S(=O)(=O)n1ccnc1C	-7	-37	10	84	4	-0.7	96	3	17
Cn1c(NCc2c(O)ccc3ccccc23)nc2ccccc21	3	32	-52	119	-2	1.8	94	5	10
COc1ccc(C)cc1NC(=O)C1CCN(C(=O)Cc2ccccc2)CC1	-3	36	1	74	-6	0.8	95	-23	6
COc1cc(N2CCCC2)c(OC)cc1/C=C1/NC(=S)NC1=O	3	16	28*	60	32*	48*	90	-11	26
COc1ccccc1-n1c(CNC(=O)c2cccc([N+](=O)[O-])c2C)n[nH]c1=S	-33	-3	23	36*[inhibitor]	-2	0.0	26*[inhibitor]	-5	3
O=C(Cc1c(F)cccc1Cl)c1ccc(O)cc1O	0	24	-7	96	-5	0.6	98	-4	16
CCN(C(=O)/C=C/c1ccccc1)C1CCCCC1	17	14	3	106	-9	-2.6	106	-30	4
COc1cccc(CNc2cccc3cccnc23)c1O	-1	11	31*	97	-7	-1.6	98	-7	6
Cc1ccc2nsnc2c1S(=O)(=O)N1CCOCC1	6	-12	0	99	-5	-0.2	98	0	34*
N/C(=N\OC(=O)Cc1ccc(Cl)cc1)c1ccncc1	-5	10	-6	100	10	1.1	96	-11	2
O=C(COc1ncnc2ccccc12)N1CCN(S(=O)(=O)c2ccc(Cl)cc2)CC1	2	-5	5	102	-2	0.3	99	0	22
COc1cc(/C=C/C(=O)OCc2c(C)noc2C)ccc1OC(F)F	6	20	-4	108	16	-1.3	107	-27	-2
CCN(CC)CCCC(C)Nc1c2ccc(Cl)cc2nc2ccc(OC)cc12 (stereo not given)	19	20	3	137	1	.	97	32	3
Cc1nn(C)c(C)c1CN(C(=O)CCc1nnc(Cc2c[nH]c3ccccc23)o1)C(C)C	-11	21	-1	90	-5	1.0	90	-22	0
Cc1c(C)c2cc3c4c(oc3c(C)c2oc1=O)CCCC4	1	18	-10	96	-7	-0.4	103	-2	-12
O=C(CCc1ccc(Oc2cc([N+](=O)[O-])cc([N+](=O)[O-])c2)cc1)N1CCCCC1	1	36	-6	98	-15	5.8	99	-24	34
CSCCC(NC(=O)COc1ccccc1)C(=O)N1CCCCC1 (stereo not given)	4	32	2	109	-21	-1.0	103	-24	-44
CCCCOc1ccc(/C=C/C(=O)NC2=Nc3ccccc3NC(C)=C2C(=O)OCC)cc1OC	-4	38	-7	98	0	-1.1	106	-3	9
O=C(CNC(c1ccccc1)c1ccccc1)Nc1c(F)cccc1F	-2	-3	-4	92	-15	8.6	91	-16	48
Cc1ccc(NC(=O)CCSc2ccccc2)c(C)c1	-3	26	3	94	-6	-2.6	105	-6	0
CCCCCCCCCCn1cc(C(C)=O)c(=O)[nH]c1=O	3	29	1	104	-6	0.4	103	-4	-7
NC(=S)N/N=C/c1c[nH]c2ccc(OCc3ccccc3)cc12	4	14	27	106	5	4.9	100	9	-11
CC(=O)N=c1sccn1CC(=O)c1ccc([N+](=O)[O-])cc1	6	50	1	109	3	1.3	107	3	-3
CCS(=O)(=O)c1ccc(-c2cccc(NC(=O)COc3ccc(Cl)cc3)c2)nn1	1	31	5	101	9	3.8	103	-27	20
CN(C)CCCN(C(=O)COc1ccccc1)c1nc2ccc(F)cc2s1	9	15	0	123	-12	3.6	104	10	-13
O=C1CCCC(=O)N1c1ccc(N2CCOCC2)c([N+](=O)[O-])c1	8	-26	-1	111	-12	1.2	105	-4	-3
COc1ccc(CCNC(=O)CCCC(=O)n2nc(C)c3ccccc32)cc1OC	-4	-2	6	100	-2	-0.2	101	-35	21
O=C(Cn1c(=O)n(-c2ccccc2)c(=O)c2sccc21)NCc1ccccc1	-8	14	4	97	-14	-2.1	99	-1	-5
O=C1NN(c2ccc(F)cc2)C(=O)/C1=C/c1cccs1	-10	41	5	94	-6	3.0	95	-1	-13
CC(C)[C@H](NC(=O)NCc1cccs1)C(=O)O	-46	-2	-10	2.0*[inhibitor]	-15	0.0	2.0*[inhibitor]	3	0
